Screening data deposited in PubChem by National Center for Advancing Translational Sciences (NCATS).
LDHA block = inhibitors of human lactate dehydrogenase A; AID 1347041; P00338; activity change, % (values are at about 110 or 230 µM); purified LDHA, NADH/diaphorase-resazurin fluorescence; active compounds read low; 480,000 compounds, 0.15% hits; in the data active = activity change below about -30%; inconclusive = mostly about -25% to -30%;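 note: plate controls were DMSO wells for no effect and wells without enzyme for full effect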
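Enzyme activity of human lactate dehydrogenase 5 (2 nM; 0.06 mM NADH, 0.2 mM pyruvate, 5 min, RT) is measured via a resazurin/diaphorase fluorescence readout of residual NADH.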
12-LOX inh = blocks human arachidonate 12S-lipoxygenase; purified 12hLO, xylenol orange hydroperoxide absorbance; Potency, µM (titrated, usually from 108 µM), for the others: at the top dose activity change, negative = inhibition, usual class: inhibitors; 580,000 compounds, 1.1% hits; AID 1671190; active = well fitted inhibition curve with a large enough effect; inconclusive = small, poorly fitted or top-dose-only effect, or another doubt; inactive = no such curve, though single readings can be large or run the other way; note: potency is the fitted concentration of half-maximal effect
Target sequence (P18054 whole entry, looked up): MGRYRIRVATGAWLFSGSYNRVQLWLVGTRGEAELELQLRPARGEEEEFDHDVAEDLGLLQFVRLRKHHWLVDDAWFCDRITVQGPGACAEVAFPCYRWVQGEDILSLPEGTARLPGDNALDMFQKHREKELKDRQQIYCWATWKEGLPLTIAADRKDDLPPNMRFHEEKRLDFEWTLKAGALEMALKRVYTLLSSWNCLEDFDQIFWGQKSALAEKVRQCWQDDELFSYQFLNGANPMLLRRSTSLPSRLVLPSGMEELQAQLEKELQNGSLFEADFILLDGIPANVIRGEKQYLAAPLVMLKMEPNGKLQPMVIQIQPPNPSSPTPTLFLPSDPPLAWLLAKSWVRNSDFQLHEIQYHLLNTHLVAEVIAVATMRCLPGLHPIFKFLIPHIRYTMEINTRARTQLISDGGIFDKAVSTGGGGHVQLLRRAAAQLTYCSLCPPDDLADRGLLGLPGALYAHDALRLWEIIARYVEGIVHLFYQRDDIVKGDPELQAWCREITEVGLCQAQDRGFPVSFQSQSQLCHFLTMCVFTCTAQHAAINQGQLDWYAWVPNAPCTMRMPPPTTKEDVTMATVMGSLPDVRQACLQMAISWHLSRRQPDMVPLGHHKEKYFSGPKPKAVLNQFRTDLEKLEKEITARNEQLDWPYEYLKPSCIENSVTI
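Purified human 12hLO (150 nM final) in 25 mM Hepes, 0.01% Triton X-100, pH 7.0 was preincubated 15 min at room temperature with compound. Then 40 uM arachidonic acid was added, 30 min. Hydroperoxide was read by Fe-XO absorbance ratio 573/405 nm.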
An asterisk follows results filed as active; ? = inconclusive; [ ] = remark or other dose. Unless noted, % is set by controls: 0 for no effect and ±100 for the full control effect.

SMILES | LDHA block | 12-LOX inh
Clc1cc(Cl)c(N/N=C/c2c(Cl)cccc2Cl)c(Cl)c1 | 0.2 | 36.9%[activator]
COc1ccc(Nc2cc(C)nc3c(C)ccc([N+](=O)[O-])c23)cc1 | -5.0 | ?
Cc1nc2cc(NC(C)C(=O)Nc3ccc(C(C)(C)C)cc3)ccc2o1 (stereo unspecified) | 17.8 | -5.7%
Cc1ccc(C(=O)NCC(O)c2ccc(C)cc2)cc1 (stereo unspecified) | 0.6 | -3.6%
c1cc2cc(CNC3CC3)ccc2[nH]1 | -1.2 | ?
O=C(/C=C/c1ccc2ccccc2n1)OCC(=O)N(/N=C/c1ccccc1)c1cccc(C(F)(F)F)c1 | 0.4 | -36.0%
CCOC(=O)C(NC(=O)COc1cccc2ccccc12)C(=O)OCC | 13.3 | -4.7%
CCOC(=O)C(C)Oc1ccc2c(=O)c(-c3ccc(Cl)cc3)coc2c1 (stereo unspecified) | -14.2 | -20.8%
CC(C)(C)CC(=O)Nc1ccc(C(N)=O)c(Cl)c1 | -2.2 | ?
CC(=O)Nc1cccc(NC(=O)c2ccc3ccccc3n2)c1 | 9.6 | 6.0%
COc1ccc(C2CCCN2C(=O)Cn2cccnc2=O)cc1 (stereo unspecified) | -0.7 | -27.8%
CCCCn1nc(C(=O)Nc2cccc(C#N)c2)c2ccccc2c1=O | 3.6 | 10.3%
COc1ccc(CN(C)C(=O)NCc2ccc(S(=O)(=O)N3CCCCC3)cc2)cc1 | 1.4 | 3.9%
CCOC(=O)[C@]12CCCC=C1N(CCc1ccc(OC)c(OC)c1)C(=O)[C@H](CC(=O)N1CCN(C(=O)C3CC3)CC1)C2 | -1.2 | 7.7%
CSc1ccccc1C(=O)Nc1ccc2ccccc2c1 | 0.6 | -4.0%
Cc1nc2n(c(=O)c1Cc1ccccc1)CN(Cc1ccccn1)CN2c1ccc(F)cc1 | -9.5 | -0.6%
CC(C)(C)c1ccc(/C=C2/C(=O)c3ccccc3OC2c2ccccc2)cc1 (stereo unspecified) | -1.8 | 27.1%
CC(N)c1ccncc1 (stereo unspecified) | 1.1 | ?
CCOc1ccccc1N1CCN(Cc2cc(=O)oc3ccc4ccccc4c23)CC1 | 15.9 | ?
CC(CNC(=O)c1nccnc1N)c1ccccc1 (stereo unspecified) | -4.3 | -13.5%

Entries listed so far with fluorine:
SMILES | LDHA block | 12-LOX inh
O=C(/C=C/c1ccc2ccccc2n1)OCC(=O)N(/N=C/c1ccccc1)c1cccc(C(F)(F)F)c1 | 0.4 | -36.0%
Cc1nc2n(c(=O)c1Cc1ccccc1)CN(Cc1ccccn1)CN2c1ccc(F)cc1 | -9.5 | -0.6%

Of the compounds above, these have a halogen.
SMILES | LDHA block | 12-LOX inh
Clc1cc(Cl)c(N/N=C/c2c(Cl)cccc2Cl)c(Cl)c1 | 0.2 | 36.9%[activator]
O=C(/C=C/c1ccc2ccccc2n1)OCC(=O)N(/N=C/c1ccccc1)c1cccc(C(F)(F)F)c1 | 0.4 | -36.0%
CCOC(=O)C(C)Oc1ccc2c(=O)c(-c3ccc(Cl)cc3)coc2c1 (stereo unspecified) | -14.2 | -20.8%
CC(C)(C)CC(=O)Nc1ccc(C(N)=O)c(Cl)c1 | -2.2 | ?
Cc1nc2n(c(=O)c1Cc1ccccc1)CN(Cc1ccccn1)CN2c1ccc(F)cc1 | -9.5 | -0.6%

Following part.
SMILES | LDHA block | 12-LOX inh
COC(=O)[C@@]1(Cc2ccc(OC)cc2)[C@H]2c3cc(C(=O)N4CCCC4)n(Cc4cc(C)n(C)n4)c3C[C@H]2CN1C(=O)c1ccccc1 | 1.1 | -14.0%
CC(=O)Nc1ccc(NC(=O)c2ccc3nc[nH]c3c2)cc1 | 15.2 | 71.3%[activator]
CCCn1nc(C(=O)Nc2ccnn2Cc2ccccc2)c2ccccc2c1=O | -4.9 | -26.4%
COc1cc(C2c3c(-c4cc(Cl)c(C)cc4O)n[nH]c3C(=O)N2CCO)ccc1O (stereo unspecified) | -5.5 | -12.7%
O=C(c1cc(-c2ccco2)nc2ccccc12)N1CCCC1 | 3.2 | ?
CSc1ccc(C2CC(C)=NN2c2nc(-c3ccccc3)cs2)cc1 (stereo unspecified) | -1.2 | -14.4%
CCCCCC1=CCC/C1=N\NC(=O)c1cccnc1 | -4.7 | 4.1%
CC(C)(C)c1ccc(/C=N/NC(=O)Cc2ccccc2)cc1 | 3.8 | 5.8%
CCC(=O)Nc1ccc2oc(-c3ccc(Cl)cc3)nc2c1 | 8.6 | -12.0%
Nc1nccnc1C(=O)NCc1ccccc1OC(F)F | -4.0 | -10.0%
COc1ccc(/C=C/C(=O)Oc2ccc(OC)cc2)cc1 | 4.1 | -4.8%
Cc1ccc(-c2ccsc2C(=O)NCc2ccccn2)cc1 | 11.8 | -3.3%
CCC(C)C(=O)NCCc1c[nH]c2ccc(C)cc12 (stereo unspecified) | -1.5 | -1.3%
Cc1ccc(C2(c3ccc(O)cc3)CCCCC2)cc1 | -6.4 | -86.4%
Cn1c(=O)[nH]c(=O)c2c1nc(N1CCOCC1)n2Cc1cccc(Br)c1 | -2.8 | -3.6%
Cc1cccc(NS(=O)(=O)c2cc(NC(=O)Cc3n[nH]c(=O)c4ccccc34)ccc2C)c1 | -24.3 | ?
Cc1ccccc1-c1nc2scc(CCNC(=O)C(=O)Nc3cc(F)ccc3F)n2n1 | 7.8 | 24.5%
COC(=O)Cn1nnc2sc3c(c2c1=O)CCCC3 | -21.7 | 8.7%
O=C(Cc1ccccc1)NCC(=O)NNC(=O)c1nn(-c2ccccc2)c(=O)c2ccccc12 | -4.3 | 22.6%
CC(SC(C)c1ccccc1Cl)C(=O)NC(N)=O (stereo unspecified) | -4.5 | -7.4%
COc1cc(OC)cc(C(=O)OCc2nc3ccccc3o2)c1 | 1.4 | 18.5%
CCOc1ccc(S(=O)(=O)N2CCN(C(C(=O)O)c3c[nH]c4cc(F)ccc34)CC2)cc1 (stereo unspecified) | 1.4 | ?
CC1(C)Cc2cccc(OC(=O)NCCc3ccc(F)cc3)c2O1 | -4.1 | -60.1%
CCCN(C)C1CN(Cc2cn(Cc3cccc(Cl)c3)nn2)S(=O)(=O)C1 (stereo unspecified) | 2.8 | -11.5%
Cc1ccc(-n2cccc2C=O)cc1Cl | -6.7 | ?
O=C(CC12CC3CC(CC(C3)C1)C2)Nc1ccc2oc(-c3cncc(Br)c3)nc2c1 | 0.4 | -4.0%
N#Cc1nc(COc2ccc(F)cc2)oc1NCCc1ccccc1 | 6.4 | ?
Cc1ccoc1C(=O)NCc1cccc(C(F)(F)F)c1 | 8.2 | -2.8%
CC1CCCCN1S(=O)(=O)c1ccc(NC(=O)c2cc(=O)c3cc(Cl)ccc3o2)cc1 (stereo unspecified) | 9.5 | 12.1%
CCC(=O)Nc1ccccc1C(=O)OC/C(=N\O)c1ccc(OC)cc1 | -0.7 | ?
CCc1ccccc1NC(=O)C(=O)NCCc1csc(-c2cccc(F)c2)n1 | 1.5 | 5.4%
CC(=O)c1cn(CC(=O)N2CCC(C(=O)O)CC2)c2ccccc12 | 5.9 | 5.8%
O=C(CCN=C1NS(=O)(=O)c2ccccc21)N(Cc1ccc(F)cc1)C1CC1 | 4.3 | ?
CCOC(=O)c1c(C)c(C(=O)Nc2cccc(Cl)c2C)c(C)n1C | 2.6 | -22.6%
CCOC(=O)c1cnc2ccc(C)cc2c1Nc1cccc([N+](=O)[O-])c1 | -1.7 | 61.5%[activator]
CCCCNC(=O)C[C@@H]1C[C@@]2(C(=O)OC)CC(C)(C)CC=C2N(Cc2cccc3ccccc23)C1=O | 2.4 | -25.6%
O=C(CSc1nccc(C(F)(F)F)n1)c1ccccc1 | -8.3 | ?
COc1ccc(Cl)cc1NC(=O)N1CC(C)Oc2ccc(C)cc21 (stereo unspecified) | 15.1 | 3.5%
CNc1nc(-c2ccccc2)c(C(=O)Nc2ccccc2)s1 | -16.9 | ?
CS(=O)(=O)c1cccc(OC(=O)/C=C/c2cccc(OCc3ccccc3)c2)c1 | -6.4 | -12.9%

Full records from above. Screens in order: LDHA block	12-LOX inh
Shown for CC1CCCCN1S(=O)(=O)c1ccc(NC(=O)c2cc(=O)c3cc(Cl)ccc3o2)cc1 (stereo unspecified) = 9.5	12.1%
Shown for CCCCNC(=O)C[C@@H]1C[C@@]2(C(=O)OC)CC(C)(C)CC=C2N(Cc2cccc3ccccc23)C1=O = 2.4	-25.6%
Shown for O=C(CC12CC3CC(CC(C3)C1)C2)Nc1ccc2oc(-c3cncc(Br)c3)nc2c1 = 0.4	-4.0%
Shown for N#Cc1nc(COc2ccc(F)cc2)oc1NCCc1ccccc1 = 6.4	?

Continued:
SMILES | LDHA block | 12-LOX inh
CC(OC(=O)c1nn(C)c(=O)c2ccccc12)C(=O)Nc1cc(C(F)(F)F)ccc1Cl (stereo unspecified) | 4.5 | 58.3%[activator]
COc1cc(C(=O)NCC(=O)OCC(=O)c2ccc3c(c2)CCC3)cc(OC)c1OC | 2.0 | 18.6%
C1=C(CCNCc2ccccn2)CCCC1 | 5.6 | 21.7%
COc1ccc(CCNC(=O)c2cccc3c(=O)c(C)c(-c4ccccc4)oc23)cc1 | 0.3 | ?
Cc1c(C)n(-c2ccccc2)c2ncn(CC(=O)NCCc3ccc(Cl)cc3)c(=O)c12 | -9.9 | 1.4%
CCCCn1nnnc1C(c1cc2ccccc2o1)N(C)Cc1ccc(Cl)c(Cl)c1 (stereo unspecified) | 1.7 | -14.5%
O=C(Cn1nc(C(=O)O)c2ccccc2c1=O)Nc1cc(F)ccc1F | 3.7 | -13.9%
CCNC(=O)NC(=O)C(C)Sc1nc(-c2ccco2)nc2ccccc12 (stereo unspecified) | -17.3 | ?
CCOc1ccc(-c2[nH]nc3c2C(c2cn[nH]c2-c2ccc(F)cc2)C(C#N)=C(N)O3)cc1 (stereo unspecified) | -1.5 | ?
Cc1ccc(OCc2ccc(-c3nc(C#N)c(NCCCN(C)C)o3)o2)cc1 | 7.1 | 46.0%[activator]
C=CCOc1ccc(NC(=O)C(C)Oc2ccccc2)cc1 (stereo unspecified) | 0.7 | -1.0%
Cc1cc(C)c2c(C)c(C(=O)Nc3cccc4cccnc34)oc2c1 | -1.4 | 14.0%
O=C(O)CCn1cc(C(C(=O)O)N2CCN(Cc3cccnc3)CC2)c2ccc(F)cc21 (stereo unspecified) | 3.8 | ?
CCN(CCc1ccncc1)S(=O)(=O)c1cc(N2CCCCS2(=O)=O)ccc1OC | -5.4 | 24.8%
COC(=O)c1cc(OC(=O)c2cc(OC)cc(OC)c2)cc(C(=O)OC)c1 | 0.8 | ?
CCOc1ccc2c(c1)cc(C(=O)Nc1cccc(OC)c1)n2C | 7.7 | 12.1%
CCCNC(=O)CNC(=O)Cc1c[nH]c2ccccc12 | -2.0 | -41.2%
c1ccc(Nc2nc(NC3CCCCCC3)nc3c2cnn3-c2ccccc2)cc1 | 10.8 | 12.4%
O=C(Cn1cnc2ccccc2c1=O)N1CCCC1c1ccc2c(c1)OCCCO2 (stereo unspecified) | 0.5 | 13.1%
COc1ccc(-c2cc(Nc3ccccc3Cl)nc(C)n2)cc1 | 14.8 | ?
CCCC1Cc2c(sc3nc(SCc4ccccc4)nc(N)c23)CO1 (stereo unspecified) | 1.4 | ?
O=C(O)CCc1ccc(S(=O)(=O)NCc2ccco2)cc1 | 4.9 | 18.6%
Cc1csc(NC(=O)CNC(=O)c2ccoc2)n1 | 4.0 | 5.5%
CC1(C)CC(=O)C2=C(C1)N(c1cccc(C(F)(F)F)c1)C(=O)CC2c1cccs1 (stereo unspecified) | 0.7 | 30.2%[activator]
NC(=O)C(c1ccccc1)N(Cc1cccs1)C1CC1 (stereo unspecified) | -7.3 | 6.1%
CCOc1ccc(NC(=O)CCn2nc(-c3ccccc3OC)c3c(C)cc(C)nc32)cc1 | 0.3 | -14.4%
CCN(CC)C(=O)CN(C)C(=O)Nc1cccc(Cl)c1 | 13.8 | ?
O=C(CCc1c[nH]c2ccccc12)Nc1ccc(F)cc1 | 6.4 | -4.7%
Cc1ccc(CCNC(=O)CS(=O)(=O)Cc2nc(-c3ccc(C)cc3)oc2C)cc1 | -0.4 | 2.9%
Cc1c(O)ccc2c(COC(=O)c3nn(C(C)C)c(=O)c4ccccc34)cc(=O)oc12 | 4.6 | -0.1%
CS(=O)(=O)c1nc(S(=O)(=O)c2ccc(Cl)cc2)c(NCc2ccccc2)s1 | -2.2 | -19.3%

Only part of the results is shown; rates above refer to the full screens.
